Screening data: PubChem BioAssay, Sanford-Burnham Center for Chemical Genomics
SENP6 inh – blocks the human protease SENP6; 330,000 compounds, 1.8% hits; Recombinant SENP6 catalytic domain, aminoluciferin luminescence; inhibition, % at 10 µM;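 active = inhibition above about 50% at the single tested dose, limit read from the data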;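 also: plate controls were DMSO wells with enzyme for no effect and DMSO wells lacking enzyme for full effect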
Target sequence (Q9GZR1 628-1112 limits assumed): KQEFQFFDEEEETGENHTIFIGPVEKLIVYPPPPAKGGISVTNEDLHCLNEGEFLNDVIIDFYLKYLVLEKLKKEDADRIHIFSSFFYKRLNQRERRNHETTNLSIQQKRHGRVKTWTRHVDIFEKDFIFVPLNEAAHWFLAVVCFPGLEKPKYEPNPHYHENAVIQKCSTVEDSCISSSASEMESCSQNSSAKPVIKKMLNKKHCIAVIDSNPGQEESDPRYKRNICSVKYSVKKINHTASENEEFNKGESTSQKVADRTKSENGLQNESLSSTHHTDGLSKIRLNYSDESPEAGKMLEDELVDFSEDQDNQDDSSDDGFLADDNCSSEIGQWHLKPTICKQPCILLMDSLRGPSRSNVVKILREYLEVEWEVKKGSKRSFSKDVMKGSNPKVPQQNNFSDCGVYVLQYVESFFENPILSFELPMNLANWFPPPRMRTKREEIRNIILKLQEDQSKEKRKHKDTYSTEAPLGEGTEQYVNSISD
UBC13 inh – inhibitors of human UBC13 polyubiquitin chain formation; AID 485273; TR-FRET; P61088; 330,000 compounds, 0.47% hits; inhibition, % at 20 µM; in the data active = inhibition above about 45%, passing the limit was not always enough; inconclusive = no clear call, values can overlap the other calls
Target sequence (P61088 whole entry, looked up): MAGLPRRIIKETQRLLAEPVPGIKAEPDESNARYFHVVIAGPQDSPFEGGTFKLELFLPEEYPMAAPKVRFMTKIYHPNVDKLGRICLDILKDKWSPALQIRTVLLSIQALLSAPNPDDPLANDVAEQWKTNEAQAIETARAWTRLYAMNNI
PfG6PD inh – PfG6PD (Plasmodium falciparum) enzyme inhibition | PfGluPho enzyme, NADPH resazurin-diaphorase fluorescence | AID 504690 | 350,000 compounds, 0.78% hits | inhibition, % at 20 µM;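 active = inhibition reaching at least a set limit at 20 µM in the primary screen, cut at about 59% in these data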;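 also: 0% = DMSO wells with substrate and 100% = DMSO wells lacking glucose-6-phosphate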
HKDC1 inhibitor – HKDC1 (human) hexokinase inhibition | Q2TB90 | recombinant HKDC1, G6PDH/diaphorase resazurin coupled fluorescence | inhibition, % at 20 µM | 340,000 compounds, 0.16% hits;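 active = inhibition above about 35% when tested at 20 µM, limit read from the data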;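 also: plate controls were DMSO wells with enzyme for no effect and DMSO wells lacking enzyme for full effect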
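System: Recombinant HKDC1 hexokinase | Amount: HKDC1 at 5 µg/mL | Reagent: Glucose with 1 mM ATP | Doses: Single 20 µM dose | Incubation: Reaction time 90 min, room temperature, protected from light | Signal: Coupled resazurin fluorescence, excitation 525 nm, emission 613 nm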
SENP7 inh – blocks the human protease SENP7; recombinant SENP7, Z-RLRGG-aminoluciferin luminescence, 40 min; inhibition, % at 5 µM; 330,000 compounds, 1.5% hits; AID 434973;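 active = inhibition above about 50% at the single test dose, limit read from the data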;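 also: plate controls were DMSO with enzyme for no effect and no enzyme buffer wells for full effect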
SENP8 block-1 – inhibitors of human SENP8 protease; AID 2540; Q96LD8; inhibition, % at 10 µM; purified SENP8, Z-RLRGG-aminoluciferin cleavage, luminescence; 330,000 compounds, 1.2% hits; in the data active = inhibition above about 50%
Target sequence (Q96LD8 whole entry, looked up): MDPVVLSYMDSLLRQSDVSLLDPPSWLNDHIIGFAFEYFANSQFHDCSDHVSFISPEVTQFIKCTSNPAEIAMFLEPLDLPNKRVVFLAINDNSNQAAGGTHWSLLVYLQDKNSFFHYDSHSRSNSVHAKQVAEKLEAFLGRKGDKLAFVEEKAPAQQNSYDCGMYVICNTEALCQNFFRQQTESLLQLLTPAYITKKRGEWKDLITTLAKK
SENP1 inh – inhibitors of human SENP1 SUMO protease catalytic domain; recombinant SENP1 catalytic domain, CyPet-SUMO1-YPet FRET cleavage; inhibition, % at 10 µM; 360,000 compounds, 0.21% hits; Q9P0U3; AID 624204;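 active = inhibition at least 30% at 10 µM, raw YFP signal under a set limit, fluorescence ratio 0.5 to 1.5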;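 also: 0% = enzyme with DMSO and 100% = no enzyme wells; some results filed as inactive read as strong as hits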
Target sequence (Q9P0U3 419-644 limits assumed): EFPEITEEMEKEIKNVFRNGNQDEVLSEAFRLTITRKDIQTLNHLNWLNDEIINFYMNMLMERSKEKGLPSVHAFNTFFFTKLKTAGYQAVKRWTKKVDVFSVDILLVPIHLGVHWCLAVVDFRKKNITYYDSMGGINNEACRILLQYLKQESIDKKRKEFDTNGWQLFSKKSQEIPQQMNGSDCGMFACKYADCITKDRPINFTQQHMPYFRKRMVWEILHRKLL
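System: Recombinant human SENP1 catalytic domain, His6-tagged | Incubation: Enzyme reaction for 50 min at room temperature, dark | Medium: Tris pH 8 with BME, BSA, NP40 and catalase | Also added: 25 nM SUMO1 FRET substrate | Compound: 10 µM single point, 0.5% DMSO | Measured by: FRET fluorescence in CFP and YFP emission channels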
MIN6 prolif – inducers of beta-cell replication in MIN6 cells | MIN6 cells proliferation, ATPlite luminescence, 48 h; cells starved in 0.2% serum; 100% = growth in 10% serum | 330,000 compounds, 0.29% hits | proliferation, % at 10 µM;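 active = compounds whose signal lies at least 3.5 SD above the mean of all wells on their plate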;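 also: 0% = DMSO-treated cells in low-serum medium and 100% = 10% serum control; some compounds called inactive have numbers as strong as hits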
SENP8 block-2 – SENP8 (human) protease inhibition | Q96LD8 | recombinant SENP8, Nedd8 substrate fluorescence | inhibition, % at 20 µM | 360,000 compounds, 0.64% hits | AID 602440; in the data active = inhibition mostly above about 40%, no sharp cut-off; inactive = mostly below about 27%
* = called active by the depositor; ? = inconclusive; . = not tested or not shown.

#1 COc1cc(-c2nc3c(c(C)nn3-c3ccccc3)c3cc(OC)c(OC)cc23)ccc1O
#2 c1ccc(Oc2cccc(OCCCn3cncn3)c2)cc1
#3 COC(=O)Cn1c(=O)c2c(nc3n2CC(C)CN3c2ccc(C)c(C)c2)n(C)c1=O (stereo not drawn)
#4 COc1ccc(C(CNc2ccc(S(=O)(=O)N3CCN(C)CC3)cc2[N+](=O)[O-])N(C)C)cc1 (stereo not drawn)
#5 O=C(O)CCC(=O)Nc1cc(C(F)(F)F)cc(C(F)(F)F)c1
#6 CC(C)CC(C(=O)NC1CCCC1)N(Cc1ccc2c(c1)OCO2)C(=O)c1snc(C(N)=O)c1N (stereo not drawn)
#7 COc1ccccc1CC(=O)Nc1ccc2[nH]ncc2c1
#8 COc1ccc2ccccc2c1C(O)c1nccn1C (stereo not drawn)
#9 O=C(O)CCN1C(=O)/C(=C2\C(=O)N(Cc3ccccc3Cl)c3ccccc32)SC1=S
#10 COc1cccc(NC(=O)c2ccc(NC(=O)C(C)C)cc2)c1

| Compound | 1 | 2 | 3 | 4 | 5 | 6 | 7 | 8 | 9 | 10 |
| --- | --- | --- | --- | --- | --- | --- | --- | --- | --- | --- |
| SENP6 inh | -10 | -2 | -1 | -12 | -24 | 5 | -25 | 3 | -6 | 73* |
| UBC13 inh | ? | 1 | 7 | -10 | -8 | 46* | -4 | -35 | -30 | 2 |
| PfG6PD inh | -8 | 2 | -7 | -2 | -17 | -2 | -15 | 7 | . | -2 |
| HKDC1 inhibitor | -1 | 2 | -1 | 4 | -3 | -10 | 5 | 10 | . | -1 |
| SENP7 inh | 11 | 0 | 0 | 7 | 10 | -9 | 7 | 17 | -2 | 75* |
| SENP8 block-1 | -5 | -2 | -1 | -7 | -8 | -7 | -10 | 6 | -3 | 55* |
| SENP1 inh | 2 | 2 | -1 | 3 | 0 | -1 | 1 | -21 | 2 | 1 |
| MIN6 prolif | -4 | -1 | 0 | -2 | -1 | 8 | -3 | -1 | -4 | -3 |
| SENP8 block-2 | -470 | 18 | -31 | -6 | 15 | -14 | 3 | -20 | 9 | 9 |

Reprinted: nos. 7–8
#7 COc1ccccc1CC(=O)Nc1ccc2[nH]ncc2c1
#8 COc1ccc2ccccc2c1C(O)c1nccn1C (stereo not drawn)

| Compound | 7 | 8 |
| --- | --- | --- |
| SENP6 inh | -25 | 3 |
| UBC13 inh | -4 | -35 |
| PfG6PD inh | -15 | 7 |
| HKDC1 inhibitor | 5 | 10 |
| SENP7 inh | 7 | 17 |
| SENP8 block-1 | -10 | 6 |
| SENP1 inh | 1 | -21 |
| MIN6 prolif | -3 | -1 |
| SENP8 block-2 | 3 | -20 |

New compounds follow:
#11 Cc1ccccc1NC(=O)c1cccc(C(=O)Nc2ccccc2C)c1
#12 Cc1cccn2c(=O)c3cc(S(=O)(=O)c4ccccc4)c(=N)n(Cc4cccnc4)c3nc12
#13 COc1cc(C2C3=C(CC(C)(C)CC3=O)N(C)C3=C2C(=O)CC(C)(C)C3)cc(Br)c1O
#14 COc1ccc(-n2c(=S)[nH]c3cc(C(=O)NCc4ccccc4OC)ccc3c2=O)c(OC)c1
#15 CN(CC(=O)N1CCN(Cc2ccccc2)CC1)C(=O)Cc1cccc2ccccc12
#16 COc1ccc(NC(=O)C(C)SCc2ccccc2)cc1OC (stereo not drawn)
#17 O=C(O)c1ccc(S(=O)(=O)N(Cc2ccccc2)Cc2ccccc2)cc1
#18 CCOc1ccccc1C(=O)NCC(=O)OCC(=O)c1c(N)n(C)c(=O)n(C)c1=O
#19 CCOC(=O)c1oc2ccccc2c1COC(=O)CNC(=O)c1ccccc1
#20 CCOCCCNC(=O)/C(C#N)=C/c1ccc([N+](=O)[O-])o1

| Compound | 11 | 12 | 13 | 14 | 15 | 16 | 17 | 18 | 19 | 20 |
| --- | --- | --- | --- | --- | --- | --- | --- | --- | --- | --- |
| SENP6 inh | -12 | 6 | -11 | -11 | 4 | 8 | 0 | 7 | -17 | 8 |
| UBC13 inh | -3 | -8 | -12 | -2 | -10 | 0 | 6 | 3 | -4 | -28 |
| PfG6PD inh | -4 | -20 | 12 | 12 | -11 | 8 | -14 | -1 | 5 | 84* |
| HKDC1 inhibitor | -5 | -4 | 12 | 2 | 4 | 7 | -5 | -1 | -1 | 15 |
| SENP7 inh | -1 | 14 | 1 | -2 | -8 | -1 | -14 | -1 | 5 | -2 |
| SENP8 block-1 | 5 | 1 | -2 | -10 | -9 | -5 | 3 | 1 | -2 | -13 |
| SENP1 inh | 0 | -25 | -123 | 2 | -1 | 0 | -2 | 1 | -1 | -77 |
| MIN6 prolif | 4 | -3 | -4 | -1 | -3 | 0 | -1 | -2 | -4 | -7 |
| SENP8 block-2 | 23 | -136 | -318 | 15 | 8 | 3 | 13 | 6 | -2 | -111 |

Sorted by SMILES length (low to high): some entries from above.
#8 COc1ccc2ccccc2c1C(O)c1nccn1C (stereo not drawn)
#2 c1ccc(Oc2cccc(OCCCn3cncn3)c2)cc1
#11 Cc1ccccc1NC(=O)c1cccc(C(=O)Nc2ccccc2C)c1
#5 O=C(O)CCC(=O)Nc1cc(C(F)(F)F)cc(C(F)(F)F)c1
#3 COC(=O)Cn1c(=O)c2c(nc3n2CC(C)CN3c2ccc(C)c(C)c2)n(C)c1=O (stereo not drawn)
#14 COc1ccc(-n2c(=S)[nH]c3cc(C(=O)NCc4ccccc4OC)ccc3c2=O)c(OC)c1
#6 CC(C)CC(C(=O)NC1CCCC1)N(Cc1ccc2c(c1)OCO2)C(=O)c1snc(C(N)=O)c1N (stereo not drawn)

| Compound | 8 | 2 | 11 | 5 | 3 | 14 | 6 |
| --- | --- | --- | --- | --- | --- | --- | --- |
| SENP6 inh | 3 | -2 | -12 | -24 | -1 | -11 | 5 |
| UBC13 inh | -35 | 1 | -3 | -8 | 7 | -2 | 46* |
| PfG6PD inh | 7 | 2 | -4 | -17 | -7 | 12 | -2 |
| HKDC1 inhibitor | 10 | 2 | -5 | -3 | -1 | 2 | -10 |
| SENP7 inh | 17 | 0 | -1 | 10 | 0 | -2 | -9 |
| SENP8 block-1 | 6 | -2 | 5 | -8 | -1 | -10 | -7 |
| SENP1 inh | -21 | 2 | 0 | 0 | -1 | 2 | -1 |
| MIN6 prolif | -1 | -1 | 4 | -1 | 0 | -1 | 8 |
| SENP8 block-2 | -20 | 18 | 23 | 15 | -31 | 15 | -14 |

Next part:
Abbreviations – A = SENP6 inh; B = UBC13 inh; C = PfG6PD inh; D = HKDC1 inhibitor; E = SENP7 inh; F = SENP8 block-1; G = SENP1 inh; H = MIN6 prolif; I = SENP8 block-2
21: O=C(Nc1cccc(F)c1)OC(CN1CCCCC1)C(F)(F)F (stereo not drawn)
  A: 4	B: 6	C: 9	D: -2	E: 5	F: 1	G: 0	H: 2	I: 19

22: O=C(CSc1nncc2ccccc12)N1CCCCC1
  A: 15	B: 4	C: 13	D: -8	E: 1	F: -2	G: -1	H: 4	I: 35

23: CC(=O)Nc1cccc(NC(=O)c2cc3ccccc3o2)c1
  A: 84*	B: 4	C: -3	D: -1	E: 84*	F: 62*	G: -1	H: -4	I: 4

24: CCCC(C(=O)N1CCOCC1)N1C(=O)C2C3C=CC(C3)C2C1=O (stereo not drawn)
  A: 2	B: 3	C: -26	D: -7	E: -6	F: -10	G: 3	H: -3	I: 4

25: O=C(CN1CCCC1)Nc1c(C(=O)C2CC2)oc2ccccc12
  A: -11	B: 2	C: 3	D: -2	E: 6	F: 6	G: -1	H: 7.1*	I: 13

26: CC(=NCCN1CCN(C(C)=C2C(=O)c3ccccc3C2=O)CC1)C1=C(O)CC(C)(C)CC1=O
  A: -8	B: -21	C: -4	D: 7	E: -6	F: -8	G: -1	H: -3	I: 13

27: O=C(CSc1nc2[nH]ncc2c(=O)[nH]1)NCc1ccccc1
  A: -6	B: 6	C: -20	D: -7	E: -3	F: -6	G: 1	H: -2	I: -13

28: CN(C)C(=O)/C=C\c1cn(-c2ccccc2)nc1-c1ccc2c(c1)OCCO2
  A: 8	B: 12	C: 24	D: -5	E: -10	F: -2	G: 3	H: -2	I: -346

29: CN(C)c1nc(-c2cn(CCC#N)c3ccccc23)cs1
  A: -2	B: 7	C: 38	D: -13	E: -8	F: 9	G: -21	H: -3	I: -3

30: Cc1ccc(N2CCN(C(=O)c3ccccc3NC(=O)/C=C\C(=O)O)CC2)cc1
  A: -10	B: -16	C: -27	D: -4	E: -1	F: -5	G: 0	H: -4	I: 0

31: CCC(C)Nc1nc2c(C)cccn2c(=O)c1C=Nc1ccc(OC)cc1 (stereo not drawn)
  A: 1	B: 2	C: 27	D: -4	E: -3	F: -5	G: 2	H: -4	I: 15

32: O=C(Cn1cc(Cl)c([N+](=O)[O-])n1)NCCC1=CCCCC1
  A: 0	B: -5	C: -3	D: 4	E: 11	F: -3	G: 2	H: 0	I: 7

33: C=C(C)C(=O)N1CC2(CC(c3cccc(NC(=O)CC)c3)=NO2)C[C@H]1C(N)=O (stereo partly drawn)
  A: -4	B: 7	C: 4	D: 1	E: -2	F: -5	G: 1	H: 0	I: 12

34: Cc1cc(Cl)ccc1OCC(=O)OCC(=O)NC1CCCC1
  A: 12	B: -5	C: -3	D: -2	E: 8	F: 5	G: 4	H: -4	I: 11

35: CCCN(CC(=O)Nc1ccccc1C)C(=O)C1CCCN(C(=O)c2ccc(Cl)cc2)C1 (stereo not drawn)
  A: 7	B: 36	C: 4	D: -2	E: -2	F: 3	G: -1	H: -4	I: 4

36: c1ccc(Oc2cccc(CN3CCCCC3)c2)cc1
  A: -8	B: 5	C: -8	D: -5	E: -8	F: -1	G: 0	H: -1	I: 8

37: Cc1noc2ncnc(SCc3ccc(C(F)(F)F)cc3)c12
  A: 0	B: 3	C: 2	D: -2	E: 1	F: 7	G: 1	H: -4	I: 13

38: COc1ccc(N2CC(C(=O)Nc3ccc4c(c3)OCCO4)CC2=O)cc1 (stereo not drawn)
  A: 0	B: 8	C: 8	D: -4	E: -5	F: 2	G: 0	H: 0	I: 15

39: COc1ccc(-c2noc(CN3C(=O)c4ccccc4C3=O)n2)cc1
  A: -6	B: 0	C: 0	D: -1	E: -2	F: -2	G: 4	H: -3	I: 15

40: Cc1cc(NC(=O)CCN2C(=O)/C(=C/c3ccccc3F)SC2=S)no1
  A: -5	B: -10	C: .	D: .	E: 8	F: -3	G: .	H: 2	I: .

41: O=C(COC(=O)c1ccc(F)cc1)Nc1nc2ccc([N+](=O)[O-])cc2s1
  A: 3	B: -4	C: 1	D: -10	E: 4	F: -8	G: -55	H: -1	I: -5

42: Cc1cc(C)c(NC(=O)CNC(=O)CNC(=O)C2CCCCC2)c(C)c1
  A: -2	B: 2	C: -5	D: -5	E: -3	F: 8	G: 2	H: 1	I: 9

43: Cc1cc(/C=C2\SC(=S)NC2=O)cc(C)c1O
  A: 26	B: -19	C: -21	D: 3	E: -1	F: 5	G: 67	H: -5	I: 15

44: Cc1cc(NC(=O)NC2CCCN2S(=O)(=O)c2ccc(Cl)cc2)no1 (stereo not drawn)
  A: 10	B: 9	C: 0	D: 2	E: 3	F: 1	G: -1	H: 0	I: 19

45: CN(Cc1cnc2nc(N)nc(N)c2n1)c1ccc(C(=O)NC(CCC(=O)O)C(=O)O)c2ccccc12 (stereo not drawn)
  A: .	B: .	C: 12	D: 15	E: .	F: .	G: -30	H: .	I: -200

46: CC(=O)N1N=C(c2ccccc2)CC1c1cccs1 (stereo not drawn)
  A: -10	B: 0	C: -21	D: 0	E: -3	F: -9	G: -1	H: 2	I: 14
